ELG1 repair inh: inhibitors of ELG1-dependent DNA repair in HEK293T cells; HEK293T ELG1-luciferase reporter, luminescence, 16 h; DNA damage induced by 5-fluorouridine; Potency, µM (top dose mostly 46.1 µM), for the others: at the highest dose activity change, negative = inhibition, hits mostly inhibitors; hit rate 2.3% among 330,000; AID 504467; note: potency is the fitted concentration of half-maximal effect; % is set by controls: 0 for no effect and ±100 for the full control effect; nearly all actives have a fitted effect of over 55% in size
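5-Fluorouridine DNA damage + compound/DMSO, 2,000 cells/well, 16 h, 37 °C/5% CO2. ONE-Glo, 30 min RT, luminescence. Readout = decrease in reporter signal.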
NPC1 promoter act: NPC1 promoter activation; Huh7 NPC1 promoter luciferase reporter, 24 h; Potency, µM (highest dose often 9.22 µM), without a hit: at the top dose activation, hits mostly activators; hit rate 2.4% among 320,000;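 note: potency is the fitted concentration of half-maximal effect; % of control where 0% means no effect; nearly all actives have a fitted effect of over 60% in size; reporter is driven by a mutant NPC1 promoter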
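NPC1 promoter–luciferase Huh7 cells; 24 h compound; luminescence.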
BRCA1 expr up: BRCA1 expression activation; MCF7-BRCA1-FFLuc reporter, luminescence, 48 h; response scale: scaled: vehicle 0%, 10 µM genistein 100%; hit rate 1.1% among 380,000; Potency, µM (series often up to 46.1 µM), without a hit: at the highest dose activation, usual class: activators; note: potency is the fitted concentration of half-maximal effect; nearly all actives have a fitted effect of over 80% in size; some results filed as inactive show a strong effect at the top dose
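Reporter cells (MCF7, BRCA1 promoter-firefly luciferase) received library compounds across a concentration series for 48 h. End-point luminescence was measured and concentration-effect curves derived after normalization.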
ELG1 genotoxic: genotoxicity induction in ELG1-luciferase HEK293T cells | HEK293T ELG1-luciferase reporter, luminescence, 16 h | Potency, µM (doses to about 46 µM), inactives show top-dose activity change, positive = activation, actives largely listed as activators | hit rate 1.3% among 330,000; note: potency is the fitted concentration of half-maximal effect; % of control where 0% means no effect; nearly all actives have a fitted effect of over 60% in size
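DMSO vehicle served as control against compound-treated ELG1-luciferase HEK293T cells; exposure lasted 16 hr at 37 °C and 5% CO2, followed by ONE-Glo luminescence detection after 30 min.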
Tb PFK inh: inhibitors of T. brucei phosphofructokinase; hit rate 0.17% among 330,000; T. brucei PFK, ADP-Glo luminescence; Potency, µM (doses to about 57.5 µM), without a hit: at the top dose activity, negative = inhibition, most hits filed as inhibitors; AID 485367;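 note: potency is the fitted concentration of half-maximal effect; 0% = uninhibited 1x PFK enzyme wells and -100% = no-enzyme wells; nearly all actives have a fitted effect of over 60% in size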
Target sequence (O15648 whole entry, looked up): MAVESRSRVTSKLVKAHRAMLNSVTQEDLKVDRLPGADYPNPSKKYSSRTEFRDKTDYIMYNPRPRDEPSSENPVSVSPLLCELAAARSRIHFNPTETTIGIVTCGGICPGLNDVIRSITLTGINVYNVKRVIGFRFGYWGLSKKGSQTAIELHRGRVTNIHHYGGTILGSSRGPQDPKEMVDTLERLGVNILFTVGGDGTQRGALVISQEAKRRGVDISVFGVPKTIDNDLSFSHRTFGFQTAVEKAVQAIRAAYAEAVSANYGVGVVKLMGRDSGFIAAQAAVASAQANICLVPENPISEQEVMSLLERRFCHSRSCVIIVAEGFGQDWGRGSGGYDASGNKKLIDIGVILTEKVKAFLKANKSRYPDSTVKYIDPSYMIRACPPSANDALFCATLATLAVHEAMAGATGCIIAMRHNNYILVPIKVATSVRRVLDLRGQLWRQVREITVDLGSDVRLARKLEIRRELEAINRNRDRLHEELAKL
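Luminescent ADP detection (ADP-Glo, two-step: ATP depletion then ADP-to-ATP conversion for luciferase) reported PFK activity after 45 min room-temperature reaction of 1.25 nM enzyme with 0.5 mM F6P and 0.1 mM ATP at pH 8.0.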
Gal4-VP16 FLuc: inhibits Gal4-VP16 luciferase reporter, ROR gamma counter-screen. Drosophila S2 Gal4-VP16 UAS-luciferase, luminescence, 20 h. Potency, µM (top dose mostly 53.6 µM), inactives show at the highest dose activity, negative = inhibition, most hits filed as inhibitors. hit rate 3.5% among 310,000. AID 2546;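 note: Gal4-VP16 expression switched on by copper sulfate through the metallothionein promoter; potency is the fitted concentration of half-maximal effect; % is set by controls: 0 for no effect and ±100 for the full control effect; nearly all actives have a fitted effect of over 50% in size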
RORgamma inh: inhibitors of mouse ROR gamma transcriptional activity. Drosophila S2 Gal4-RORgamma UAS-luciferase reporter, 20 h. AID 2551. hit rate 5.4% among 310,000. Potency, µM (highest dose often 53.6 µM), without a hit: at the highest dose activity change, negative = inhibition, usual class: inhibitors; note: potency is the fitted concentration of half-maximal effect; % is set by controls: 0 for no effect and ±100 for the full control effect; nearly all actives have a fitted effect of over 60% in size
Target sequence (P51450 whole entry, looked up, the tested form may be a part): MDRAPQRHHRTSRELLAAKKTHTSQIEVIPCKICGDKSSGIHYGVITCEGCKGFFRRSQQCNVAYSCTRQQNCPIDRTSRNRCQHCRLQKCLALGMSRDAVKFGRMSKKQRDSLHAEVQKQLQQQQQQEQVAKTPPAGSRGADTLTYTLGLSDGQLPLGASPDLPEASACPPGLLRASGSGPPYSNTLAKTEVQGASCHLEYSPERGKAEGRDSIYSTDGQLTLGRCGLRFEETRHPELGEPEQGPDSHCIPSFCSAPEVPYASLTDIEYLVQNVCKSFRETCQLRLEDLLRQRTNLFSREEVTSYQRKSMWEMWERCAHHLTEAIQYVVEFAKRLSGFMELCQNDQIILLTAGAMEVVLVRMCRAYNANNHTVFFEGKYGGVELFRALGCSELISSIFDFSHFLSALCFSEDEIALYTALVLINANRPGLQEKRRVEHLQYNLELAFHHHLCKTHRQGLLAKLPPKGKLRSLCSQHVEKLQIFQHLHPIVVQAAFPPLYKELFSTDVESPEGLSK
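Schneider cells (Drosophila), stable Gal4 DBD–ROR gamma + UAS-luc; 1 hr cmpd preincubation; Cu2+ induction 700 uM final; 20 hr ambient; luminescence.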
TRPV1 ag: human TRPV1 agonism; TRPV1-expressing cells, Fluo-8 calcium influx, agonist mode; activation, % at 8.33 µM; hit rate 0.19% among 320,000; in the data active = activation above about 80%; inconclusive = between about 30% and that limit; note: 0% is about no effect
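Cells expressing TRPV1 were dye-loaded with Fluo-8 and read kinetically: 10 s baseline, 3 min after compound (agonist portion), then 2 min after EC20 capsaicin (allosteric enhancer portion). Calcium-bound dye fluorescence at 480/520 nm.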
p53 reactivation: re-activators of mutant p53; H1299 p53-A138V BP100-luciferase reporter, luminescence, 24 h; Potency, µM (titrated, usually from 92.2 µM), inactives show at the highest dose activity change, positive = activation, most hits filed as activators; hit rate 0.063% among 320,000; note: potency is the fitted concentration of half-maximal effect; % of control where 0% means no effect; nearly all actives have a fitted effect of over 45% in size
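H1299 (p53-null), stable ts p53-A138V + BP100-Luc; 1000 cells/well, Opti-MEM/10% FBS; cpd 4 pt, 1:5; 24 h, 37 deg C, 5% CO2; detection reagent 10 min RT; luminescence.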
FLuc modulator: inhibits or activates purified firefly luciferase, miR-21 counter-screen | purified FLuc, Km substrates, luminescence inhibition | Potency, µM (titrated, usually from 57.5 µM), for the others: at the highest dose activity change, negative = inhibition, actives largely listed as inhibitors | hit rate 6.9% among 360,000;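 note: potency is the fitted concentration of half-maximal effect; plate controls were vehicle for no effect and reference inhibitor for full effect; nearly all actives have a fitted effect of over 55% in size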
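Purified P. pyralis luciferase, 10 nM final, with Km-level 10 uM D-luciferin and 10 uM ATP in 50 mM Tris acetate pH 7.5, 10 mM Mg acetate, 0.01% Tween-20, 0.05% BSA; 6-point qHTS titration about 60 µM downward; luminescence read.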
Rab9 prom act: activates the Rab9 promoter | hit rate 2.8% among 320,000 | Potency, µM (doses to about 9.22 µM), for inactives: top-dose activation, negative = inhibition, actives largely listed as activators | AID 485297 | Huh7 Rab9 promoter-luciferase reporter, luminescence, 24 h; note: potency is the fitted concentration of half-maximal effect; % of control where 0% means no effect; nearly all actives have a fitted effect of over 60% in size
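Luminescence from Amplite-detected luciferase (10 minutes, ambient) reports Rab9 promoter activation. Before that, stable Rab9-luciferase Huh7 cells (1500/well, reduced-serum OP-MEM I plus 10% FBS) were exposed to compound for 24 hours at 37C.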
The depositor's hits bear a star; ? = inconclusive; . = no result given; & = joins results of further samples; [ ] = dose if it differs, or a comment. Unless noted, calls come from the whole dose curve; as a rule, active = well fitted curve in the direction sought with a large enough effect; inconclusive = small, poorly fitted or top-dose-only effect, or another doubt; inactive = no such curve, though single readings can be large; an effect the other way counts as inactive or inconclusive.

SMILES | ELG1 repair inh | NPC1 promoter act | BRCA1 expr up | ELG1 genotoxic | Tb PFK inh | Gal4-VP16 FLuc | RORgamma inh | TRPV1 ag | p53 reactivation | FLuc modulator | Rab9 prom act
COc1ccc(NC(=O)C(=S)NC2CCCCC2)cc1 | ? | 1.58µM* | ? | 8.2µM* | -1.5% | 4.0% | -22.1% | 20.2 | ? | 5.36µM* | 2.82µM*
COc1ccc(CNC(=O)CN2C(=O)NC(C)(c3ccc(Cl)cc3)C2=O)cc1 (centres undefined) | 0.2% | 0.8% | 1.0% | -1.5% | -4.1% | 3.8% | 4.8% | 0.1 | -3.3% | 0.2% | -9.1%
CCC1CCCCN1C(=O)c1cc(COc2ccc3ncccc3c2)on1 (centres undefined) | ? | -18.2% | -47.7% | -5.5% | 7.9% | 2.82µM* | ? | 17.8 | -4.7% | 0.1% | -24.8%
Cc1cc(-c2cccc(Br)c2)c(C#N)c(N)n1 | -2.6% | -2.1% | -17.1% | 3.0% | -3.9% | 8.0% | -4.3% | 5.1 | -2.3% | 0.6% | 3.3%
CCN(CC)CCSc1nnc2c3ccccc3n(CCc3ccccc3)c2n1 | -13.0% | 0.3% | -15.3% | -6.6% | 1.5% | 3.0% | -27.4% | 4.7 | -3.2% | 0.4% | -5.4%
Cc1ccc(N(C(=O)CCC(=O)Nc2ccccn2)C(C(=O)NC(C)C)c2ccc(F)cc2)cc1 (centres undefined) | 12.3% | -1.8% | -16.0% | -0.6% | -11.9% | -4.1% | -0.8% | -0.4 | -0.2% | 0.5% | -2.3%
CN(Cc1ccc(F)cc1)C(=O)CNC(=O)C1CCCCC1 | 5.1% | 2.4% | 28.2% | 13.5% | -4.3% | -10.7% | 13.8% | 1.2 | 26.5% | 0.2% | 6.9%
CCCc1nc(-c2ccc(-c3ccc(F)cc3)cc2)no1 | ? | ? | 3.98µM* | ? | 0.9% | 7.9% | 38.4% | 1.5 | 19.9% | ? | ?
CN(C)Cc1n[nH]c(=O)c2ccccc12 | 0.4% | -1.6% | -2.6% | 2.1% | -3.3% | 3.1% | -3.5% | -1.1 | -5.4% | 1.6% | -7.5%
CCOC(=O)c1[nH]c(C)c(C(=O)Nc2ccc(C)c(C)c2)c1C | -0.1% | ? | 1.0% | 11.4% | -5.2% | 5.1% | ? | . | 9.2% | -9.3% | 1.41µM*
CCOC(=O)N1CCN(C(=S)Nc2cc(OC)c(OC)cc2C(=O)OC)CC1 | ? | 0.3% | 6.5% | -0.6% | 5.0% | 5.0% | -22.4% | -1.1 | 1.6% | -2.6% | 4.1%
CN=c1scc(C)n1/N=C/c1cc(Br)c(O)c(Br)c1 | 8.6% | -3.9% | -27.6% | 0.1% | -5.7% | -0.4% | 3.7% | 0.0 | -3.8% | 10.7µM* | -1.5%
Cn1cnc([N+](=O)[O-])c1Oc1ccc2ccccc2c1 | -10.1% | -5.9% | -46.4% | -5.3% | -6.5% | ? | -33.4% | 1.4 | -20.9% | 2.8% | -19.6%
N=C1C(c2nc3ccccc3s2)=C(O)CN1NC(=O)c1ccco1 | 17.4% | -0.7% | -3.3% | ? | -11.6% | -22.3% | -18.4% | . | 2.5% | -0.2% | 1.9%
Oc1cccc(Nc2nc(N3CCOCC3)nc(N3CCOCC3)n2)c1 | ? | -7.6% | -67.6% | -0.3% | 3.9% | -5.0% | ? | 2.5 | . | -3.7% | -3.9%
O=C(CNc1cccc([N+](=O)[O-])c1)NCCCc1ccccc1 | -2.4% | 0.8% | -28.6% | -4.3% | -14.4% | -10.2% | ? | 22.8 | 4.2% | 3.0% | -0.8%
COc1ccccc1CN1C(=NC(=O)C2CCCCC2)SC2CS(=O)(=O)CC21 (centres undefined) | ? | -2.7% | 0.0% | 12.0% | 0.9% | -9.5% | -10.8% | 8.1 | 1.1% | 0.2% | -2.4%
CN(Cc1c(F)cccc1Cl)C(=O)CNC(=O)c1ccc2c(c1)OCO2 | ? | 16.9% | 55.2% | 5.6% | 13.7% | . | . | ? | 13.1% | ? | 29.4%
COC(=O)c1sc(NC(=O)CSc2nnc(Cn3nnc4ccccc43)n2C)nc1C | 16.2% | -2.3% | 15.3% | ? | -5.8% | 0.0% | 3.0%[10 µM] | -5.3 | 4.3% | -2.2% | -13.1%
c1ccc(-c2noc(-c3ccc4c(c3)OCO4)n2)cc1 | ? | 0.447µM* | 28.6% | 0.411µM* | 1.3% | -19.7% | -30.4% | -2.4 | 0.4% | 0.477µM* | 0.282µM*
CCCn1c(N)c(C(=O)CSc2ncnc3sccc23)c(=O)n(C)c1=O | ? | -1.9% | -14.9% | 0.0% | -0.7% | . | . | 1.9 | -3.9% | ? | -1.0%
COc1cc(OC)c2ccc(=O)oc2c1C(CCN1CCCC1)c1ccc(N(C)C)cc1 (centres undefined) | 23.1% | -5.2% | 1.1% | 6.1% | 0.0% | -2.4%&5.0% | -1.6%&13.3% | 2.5 | 2.0% | 1.6% | -4.7%
O=C(OCC(=O)N1CCN(C(=O)c2ccco2)CC1)c1cc(F)c(F)cc1Cl | 4.4% | . | -3.3% | -0.3% | -4.5% | . | . | . | -5.1% | . | .
Cc1ccc(C(=O)Nc2c(C)n(C)n(-c3ccccc3)c2=O)cc1S(=O)(=O)N1CCOCC1 | 14.5% | 0.4% | -17.5% | 1.3% | -3.5% | -6.1% | 2.5% | 6.6 | -6.8% | 1.4% | -0.4%
Cc1ccc2cc3c(NC(=O)C(C)C)nn(C)c3nc2c1 | -18.2% | -0.4% | -20.5% | -6.4% | 2.2% | 0.7% | 19.8% | 15.1 | -3.6% | -2.2% | -1.7%
COc1ccc(CCNC(=O)c2cccc(S(=O)(=O)N3CCCCC3)c2)cc1 | ? | -7.2% | -21.2% | -5.2% | -0.5% | 8.6% | ? | ? | 1.1% | -1.8% | -0.9%
C[C@@H]1COC(=O)[C@@H](CC(=O)OC(C)(C)C)C/C=C\C[C@@H](CC(=O)N[C@H](CO)Cc2ccccc2)C(=O)N1 | -1.0% | . | 0.0% | 3.7% | 4.9% | . | . | . | 6.5% | . | .
COc1cccc(C(=O)Nc2nnc(C(C)C)s2)c1 | ? | 3.55µM* | 10.6% | 3.66µM* | -0.2% | ? | 8.91µM* | 2.2 | ? | 3.38µM* | 1µM*
C=CCNC(=O)c1sc(-c2ccccc2)nc1C | ? | -2.3% | 48.0% | 8.6% | 3.0% | ? | ? | ? | 1.4% | ? | 23.1%
CCSc1nc(-c2ccccc2)c2cc(Cl)ccc2n1 | 0.8% | -4.7% | -5.5% | -0.2% | -0.6% | 1.1% | -12.1% | 3.1 | 6.2% | 0.5% | 1.1%
O=C(CN1C(=O)CCC1=O)Nc1ccc(S(=O)(=O)N2CCOCC2)cc1 | 14.0% | 2.4% | 1.0% | -5.8% | -1.2% | -3.4% | 9.5% | -4.0 | -9.2% | 4.5% | 1.0%
O=C(Nc1ccc(S(=O)(=O)N2CCCC2)cc1)c1cc(F)c(F)cc1Cl | 14.6µM* | 1.3% | 12.8% | -6.1% | -4.2% | 4.7% | 33.3% | 15.3 | -3.9% | -5.0% | -2.2%
COc1ccc(NC(=O)CSc2nnc(C3CCCCC3)n2N)cc1OC | 14.7% | -2.2% | 20.2% | 1.2% | -1.9% | -10.0% | 6.1% | -0.1 | 0.3% | 0.4% | -0.6%
Cc1ccc(C2NC(=O)c3c(sc(C)c3C)N2)c(O)c1 (centres undefined) | ? | 6.6% | 16.5% | ? | 2.5% | 11.0% | ? | -6.9 | ? | ? | 9.4%
CS(=O)(=O)N1CCCC(C(=O)Nc2ccc(F)c(F)c2)C1 (centres undefined) | 4.5% | -9.6% | -28.5% | -0.9% | -11.4% | . | . | 10.3 | 0.1% | . | -3.2%
Cc1ccc(N2CCN(S(=O)(=O)c3ccc(F)c(C)c3)CC2)c(C)c1 | -0.3% | -0.7% | -29.6% | 9.1% | 12.1% | -5.2% | 2.7% | 2.1 | 1.4% | 3.4% | 0.5%
Cc1cccn2c(=O)c(/C=C(\C#N)C(=O)NC3CCS(=O)(=O)C3)c(N3CCC(C)CC3)nc12 (centres undefined) | -19.9% | -4.4% | -38.2% | -4.8% | 7.3% | -2.3% | -5.8%[10 µM] | 11.8 | -4.8% | 4.1% | 0.0%
COc1ccc(C(=O)Cn2c(Br)nc3c2c(=O)n(C)c(=O)n3C)cc1 | -43.0% | 1.0% | -33.5% | -1.4% | 1.0% | -2.5% | 1.9% | 0.8 | -7.3% | 1.1% | 4.1%
